Screens from PubChem.
SENP7 inh = SENP7 protease inhibition; recombinant SENP7, Z-RLRGG-aminoluciferin luminescence, 40 min; inhibition, % at 5 µM; actives 1.5% (n = 330,000); AID 434973;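 active means inhibition above about 50% at the single test dose, limit read from the data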;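 further: plate controls were DMSO with enzyme for no effect and no enzyme buffer wells for full effect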
697 NFkB inh = inhibitors of the PMA/ionomycin-induced NF-kB reporter in 697 B cells. 697 B-cell NF-kB luciferase reporter, 16 h. inhibition, % at 4 µM. actives 0.33% (n = 330,000). AID 435022; in the data active means inhibition above about 35%
Gli-Sufu antag = blocks Gli-Sufu signaling in a luciferase reporter. Sufu-KO-LIGHT fibroblasts, Gli luciferase reporter luminescence. inhibition, % at 5 µM. actives 0.74% (n = 340,000);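 active means inhibition above about 55%, limit read from the data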;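 further: 0% = DMSO-treated cells and 100% = wells with medium but no cells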
UBC13 polyUb = inhibitors of human UBC13 polyubiquitin chain formation | P61088 | TR-FRET | inhibition, % at 20 µM | actives 0.47% (n = 330,000); in the data active means inhibition above about 45%, passing the limit was not always enough
HKDC1 inh = blocks human hexokinase HKDC1 activity; Q2TB90; recombinant HKDC1, G6PDH/diaphorase resazurin coupled fluorescence; inhibition, % at 20 µM; actives 0.16% (n = 340,000); AID 493160;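 active means inhibition above about 35% when tested at 20 µM, limit read from the data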;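 further: plate controls were DMSO wells with enzyme for no effect and DMSO wells lacking enzyme for full effect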
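Test system: recombinant HKDC1 (HK5) hexokinase enzyme, produced in-house; Amount: enzyme 5 µg/mL final; Buffer or medium: Tris pH 8.0 buffer with MgCl2, Tween-20, BSA, BME; Reagent: glucose and ATP substrates; Doses: 20 µM test compound, 1% DMSO; Incubation: 90 min reaction incubation at room temperature, dark; Detection: resorufin fluorescence at 613 nm.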
SENP8 block = inhibitors of human SENP8 protease | actives 1.2% (n = 330,000) | inhibition, % at 10 µM | Q96LD8 | AID 2540 | purified SENP8, Z-RLRGG-aminoluciferin cleavage, luminescence
Apaf1 inhib = human Apaf-1 inhibition. inhibition, % at 20 µM. O14727. reconstituted apoptosome caspase-3 activity, DEVD-Rh110 fluorescence. actives 0.71% (n = 330,000); active means inhibition of at least 40% at 20 µM;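 further: plate controls were DMSO wells for no effect and DEVD-CHO caspase inhibitor wells for full effect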
Target sequence (O14727 whole entry, looked up): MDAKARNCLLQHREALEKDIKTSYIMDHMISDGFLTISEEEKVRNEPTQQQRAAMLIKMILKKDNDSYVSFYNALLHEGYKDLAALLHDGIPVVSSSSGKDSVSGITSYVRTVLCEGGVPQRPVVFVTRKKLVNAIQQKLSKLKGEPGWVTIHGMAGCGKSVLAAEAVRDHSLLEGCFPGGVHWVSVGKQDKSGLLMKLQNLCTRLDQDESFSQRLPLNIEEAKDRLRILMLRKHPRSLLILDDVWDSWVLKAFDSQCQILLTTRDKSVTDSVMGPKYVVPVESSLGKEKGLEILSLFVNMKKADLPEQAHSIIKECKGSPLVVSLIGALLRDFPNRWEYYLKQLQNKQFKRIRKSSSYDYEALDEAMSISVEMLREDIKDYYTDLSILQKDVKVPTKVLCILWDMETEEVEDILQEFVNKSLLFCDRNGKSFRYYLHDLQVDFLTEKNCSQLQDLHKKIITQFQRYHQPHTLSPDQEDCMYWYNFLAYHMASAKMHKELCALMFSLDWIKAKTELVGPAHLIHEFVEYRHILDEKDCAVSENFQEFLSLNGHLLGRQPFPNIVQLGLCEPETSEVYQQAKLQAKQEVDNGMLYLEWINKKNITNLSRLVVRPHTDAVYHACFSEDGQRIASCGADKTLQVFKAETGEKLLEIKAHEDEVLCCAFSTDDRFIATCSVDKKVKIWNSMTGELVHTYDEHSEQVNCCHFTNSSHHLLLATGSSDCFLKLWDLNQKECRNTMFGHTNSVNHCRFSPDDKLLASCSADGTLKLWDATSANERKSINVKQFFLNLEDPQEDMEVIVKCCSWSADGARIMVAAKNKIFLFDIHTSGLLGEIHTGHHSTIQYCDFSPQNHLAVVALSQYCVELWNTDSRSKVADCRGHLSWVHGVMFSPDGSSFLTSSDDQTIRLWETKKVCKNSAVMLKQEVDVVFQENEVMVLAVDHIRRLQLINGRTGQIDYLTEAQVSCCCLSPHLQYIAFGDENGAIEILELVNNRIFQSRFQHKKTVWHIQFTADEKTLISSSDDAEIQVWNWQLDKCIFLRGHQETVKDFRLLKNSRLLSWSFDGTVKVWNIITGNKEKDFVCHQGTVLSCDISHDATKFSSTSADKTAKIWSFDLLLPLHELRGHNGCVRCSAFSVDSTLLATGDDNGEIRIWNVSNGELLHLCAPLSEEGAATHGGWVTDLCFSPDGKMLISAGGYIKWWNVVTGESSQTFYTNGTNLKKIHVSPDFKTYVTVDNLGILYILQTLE
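Material: cell-free apoptosome with Apaf-1, procaspase-3 and caspase-9; Buffer or medium: Hepes pH 7.5 with detergent and BSA; Reagent: cytochrome c trigger plus (Z-DEVD)2-Rh110 caspase-3 substrate; Times: compound with Apaf-1, dATP, procaspase-3 30 min, then 50 min reaction, room temperature; Technique: Rh110 fluorescence intensity.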
Jurkat NFkB inh = lowers PMA/ionomycin-induced NF-kB signal in Jurkat cells. PMA/ionomycin-induced NF-kB luciferase reporter, luminescence. inhibition, % at 4 µM. actives 0.53% (n = 330,000). AID 435003
An asterisk follows results filed as active; · = no result given. Unless noted, no stated cut-off is given here; in the data, active means inhibition above about 50%; inactive means the rest.

Start of the listing, in advance:
SMILES	SENP7 inh	697 NFkB inh	Gli-Sufu antag	UBC13 polyUb	HKDC1 inh	SENP8 block	Apaf1 inhib	Jurkat NFkB inh
O=C(NCCc1ccccc1)C1CCCN1S(=O)(=O)c1cccc2nsnc12 (configuration not stated)	5	8	11	-7	4	-2	1	-7
CCOc1ccc(N(C)S(=O)(=O)c2ccc(C)c(C(=O)NCCc3ccc(OC)cc3)c2)cc1	1	4	17	-2	1	6	11	20
Cc1ccc(-n2c(SCC(=O)Nc3cccc(S(N)(=O)=O)c3)nc3ccccc32)cc1	0	8	-10	0	4	1	2	11
CC(C)(CNC(=O)Cc1ccc(Br)cc1)N1CCOCC1	3	-7	9	-1	-6	4	3	-8
C=CC[C@@H](CC(=O)NCCO)C(=O)N[C@@H](COC(=O)[C@@H](CC=C)Cc1ccc(F)cc1)Cc1ccccc1	-2	-17	-7	2	-7	8	18	-1
CC(C)=CC1C(C(=O)NCCOc2ccccc2)C1(C)C (configuration not stated)	-1	3	15	8	-3	6	-11	12
CCOc1ccc(NC(=O)CSc2ncn[nH]2)cc1	3	7	0	3	-4	0	-9	2
Cc1cc(CNC(=O)c2cc(COc3c(F)cccc3F)on2)nn1C	-8	2	-3	-8	14	-9	0	-5
O=C1CCC(=O)N1c1ccc(-c2nc3sc4c(c3c(=O)o2)CCC4)cc1	-15	-2	3	1	12	-20	6	2
CC(C)CCN1CCN(Cc2coc3ccccc3c2=O)CC1CCO (configuration not stated)	-10	2	22	1	3	-6	-3	-5
CC(=O)Oc1ccc(NC(=O)CSc2ccccc2)cc1	-7	-3	3	4	0	-10	-1	-34
S=c1[nH]nc(CNc2ccc(Cl)cc2)n1Cc1ccccc1	-8	8	0	9	-7	-4	1	1
CC(C)(C)C(=O)COC(=O)c1cc(-c2cccnc2)nc2ccccc12	-3	-4	5	3	-4	-6	8	0
CCOC(=O)C1CCN(C(=O)c2cc(OCC)c(OCC)c(OCC)c2)CC1	-5	-19	0	-7	-6	-11	13	-7
COc1cccc(Sc2ccccc2CN(C)C)c1	-8	7	3	6	-5	-7	4	-7

The list itself, from the start:
SMILES	SENP7 inh	697 NFkB inh	Gli-Sufu antag	UBC13 polyUb	HKDC1 inh	SENP8 block	Apaf1 inhib	Jurkat NFkB inh
O=C(NCCc1ccccc1)C1CCCN1S(=O)(=O)c1cccc2nsnc12 (configuration not stated)	5	8	11	-7	4	-2	1	-7
CCOc1ccc(N(C)S(=O)(=O)c2ccc(C)c(C(=O)NCCc3ccc(OC)cc3)c2)cc1	1	4	17	-2	1	6	11	20
Cc1ccc(-n2c(SCC(=O)Nc3cccc(S(N)(=O)=O)c3)nc3ccccc32)cc1	0	8	-10	0	4	1	2	11
CC(C)(CNC(=O)Cc1ccc(Br)cc1)N1CCOCC1	3	-7	9	-1	-6	4	3	-8
C=CC[C@@H](CC(=O)NCCO)C(=O)N[C@@H](COC(=O)[C@@H](CC=C)Cc1ccc(F)cc1)Cc1ccccc1	-2	-17	-7	2	-7	8	18	-1
CC(C)=CC1C(C(=O)NCCOc2ccccc2)C1(C)C (configuration not stated)	-1	3	15	8	-3	6	-11	12
CCOc1ccc(NC(=O)CSc2ncn[nH]2)cc1	3	7	0	3	-4	0	-9	2
Cc1cc(CNC(=O)c2cc(COc3c(F)cccc3F)on2)nn1C	-8	2	-3	-8	14	-9	0	-5
O=C1CCC(=O)N1c1ccc(-c2nc3sc4c(c3c(=O)o2)CCC4)cc1	-15	-2	3	1	12	-20	6	2
CC(C)CCN1CCN(Cc2coc3ccccc3c2=O)CC1CCO (configuration not stated)	-10	2	22	1	3	-6	-3	-5
CC(=O)Oc1ccc(NC(=O)CSc2ccccc2)cc1	-7	-3	3	4	0	-10	-1	-34
S=c1[nH]nc(CNc2ccc(Cl)cc2)n1Cc1ccccc1	-8	8	0	9	-7	-4	1	1
CC(C)(C)C(=O)COC(=O)c1cc(-c2cccnc2)nc2ccccc12	-3	-4	5	3	-4	-6	8	0
CCOC(=O)C1CCN(C(=O)c2cc(OCC)c(OCC)c(OCC)c2)CC1	-5	-19	0	-7	-6	-11	13	-7
COc1cccc(Sc2ccccc2CN(C)C)c1	-8	7	3	6	-5	-7	4	-7
O=C(CCCN1C(=O)c2ccccc2C1=O)NCCN1C(=O)S/C(=C\c2cccs2)C1=O	4	17	-16	6	0	3	-2	12
COc1cccc(/C=N/NC(=O)CN2CC(c3ccccc3)CC2=O)c1OC (configuration not stated)	5	2	0	2	11	-2	-1	-17
Cc1cc(C)cc(C(=O)Nc2cc3c4c(c2)CC(=O)N4CCC3)c1	-9	17	5	7	2	14	6	12
COc1ccc(C2=NOC(C(=O)N3CCCc4ccccc43)C2)cc1 (configuration not stated)	3	12	-9	6	-6	3	5	-11
COc1ccc(CCNC(=O)CC2Oc3ccc(Cl)cc3NC2=O)cc1OC (configuration not stated)	-5	-13	-4	1	-2	-11	-5	-8
N#Cc1cc(NC(=O)c2ccc(F)cc2)c(=O)n2c1[nH]c1ccccc12	9	-5	·	-1	·	5	-8	11
O=C(O)c1c2c(nc3ccc(S(=O)(=O)N4CCC(C(=O)NCc5ccc(Cl)cc5)CC4)cc13)CCCC2	0	14	-3	-3	-2	6	9	-12
CCOC(=O)C1NN=C(C(=O)c2ccc(C)cc2)C1c1ccc(C)cc1 (configuration not stated)	1	19	-12	9	-1	3	2	7
Cn1c(SCC(=O)N2CCc3ccccc3C2)nnc1-c1ccncc1	-2	-6	-1	10	-3	4	-7	2
Cc1cccc(NC(=O)Cc2ccc(-c3ccccc3)cc2)n1	-8	-6	-1	-2	0	-6	25	7
CCCn1c(N)c(N(CCOC)C(=O)c2ccc(-c3ccccc3)cc2)c(=O)[nH]c1=O	0	17	-1	-4	-4	8	1	-5
Cc1ccc(-c2ccc(=O)n(CC(=O)NCCCN3CCCCC3)n2)cc1	2	-3	5	-1	-3	12	-27	-5
COc1ccc(S(=O)(=O)NCC(=O)NCc2cc(=O)n(C)c(=O)n2C)cc1	11	-6	22	-1	1	-12	-3	0
CCN(c1ccccc1)S(=O)(=O)c1ccc(OC)c(NC(=O)Cn2cnc3c2c(=O)n(C)c(=O)n3C)c1	6	2	9	3	9	13	-3	9
CCc1ccc2oc(-c3cccc(N)c3)nc2c1	98*	-259	-147	17	1	95*	17	-139
Cc1ccc(SCC2=NN(c3nc(C)cc(C)n3)C(=O)C2)cc1	8	18	-7	-10	-1	4	18	1
CC1(C)CC(NC(=O)Cc2ccccc2)CC(C)(C)N1	11	2	9	-2	2	-10	-6	-10
Cc1cccc(C(=O)Nc2ccc(C(=O)/C=C/c3ccncc3)cc2)c1	-1	-8	-15	-2	8	-5	5	-7
CCN(CC)C(=O)COn1c(SCC(=O)N(CC)CC)nc2ccccc2c1=O	6	1	3	-5	-10	6	-5	-7
CC(=O)C1(C)N(O)C(C)(C)C(c2cccs2)=[N+]1[O-] (configuration not stated)	3	7	-6	5	-7	2	-1	2
O=C(NCc1cccnc1)C(=O)NCC1OCCN1S(=O)(=O)c1cc(F)ccc1F (configuration not stated)	-7	7	-26	5	-2	4	-10	-3
CCC(=O)N(CCc1ccccc1)Cc1cc2cc(C)ccc2[nH]c1=O	4	-2	25	5	0	0	12	5
O=C(NCc1ccc(F)cc1)C1CCN(S(=O)(=O)N2CCOCC2)CC1	-5	0	-7	-14	-10	-4	-2	0
Cc1cccc(CSc2nc3sc(C)c(C)c3c(=O)n2Cc2ccco2)c1	-3	10	5	-4	3	-1	6	-1
O=C1CSC(c2ccccc2)N1Cc1ccccc1 (configuration not stated)	1	-3	·	5	·	-12	5	-6
COc1ccc(N(C(=O)CCl)C(C(=O)NC2CCCCC2)c2cccnc2)cc1 (configuration not stated)	-2	-58	-4	18	8	-1	-2	15
O=C(COC(=O)COc1ccc(Br)cc1)NC1CCCCCC1	1	1	-3	-8	-1	-4	7	-4
Cc1[nH]c2ccccc2c1/C=N/NC(=O)Cc1cccs1	5	7	-6	3	6	-3	4	0
Cc1cc(NC(=O)OC(C)C)ccc1-c1ccc(NC(=O)OC(C)C)cc1C	-10	-45	-10	-13	-1	-6	12	-29
Cc1sc2ncnc(OCC(=O)Nc3ccc4c(c3)OCCO4)c2c1C	0	20	-17	2	4	3	-4	16
COc1ccccc1NC(=O)c1cc(S(=O)(=O)NCc2ccccc2)ccc1F	-3	-5	-4	63*	-8	-12	13	7
Cc1c(Cl)cccc1NC(=O)c1ccc(OCC(=O)NCc2ccccc2)cc1	-2	-24	-2	-3	-2	-10	-6	-16
CCOc1ccccc1NC(=O)Nc1ccncc1	26	-1	-2	7	-4	2	5	-10
COc1ccccc1-n1cnc2cc(NCc3cccs3)ccc21	-6	-83	44	2	5	-13	17	51*
CCCOc1ccc2c(=O)c(-c3cc(C(=O)OC)oc3C)c(C)oc2c1	1	0	3	-10	-5	-5	6	-11
COC(=O)c1ccccc1NC(=O)c1ccc(-c2cccc(Cl)c2)o1	-5	-58	33	2	-8	-10	12	-22
CC1CC(C)CN(C(=O)CSc2nc(N)cc(=O)[nH]2)C1 (configuration not stated)	-1	3	-13	-9	-16	-4	-6	-10
CC12CCC(C(=O)Nc3cc(F)ccc3F)(CC1=O)C2(C)C (configuration not stated)	-6	24	-26	7	-5	6	-21	-4
Cc1cccc(NC(=S)/N=C(\N)Nc2nc(C)c3cc(C)ccc3n2)c1	-3	-62	-1	-20	-6	-5	14	-28
Cc1cccc(-c2nnc3sc(-c4ccccc4)nn23)c1	-13	-42	-24	22	-12	0	-3	-38
CC1CN(CCOc2ccc(F)cc2)CC(C)O1 (configuration not stated)	-3	-7	-6	0	-5	-3	-6	-7
CCCSc1nc2c(cnn2-c2ccccc2)c(=O)[nH]1	-4	-13	2	0	0	3	7	1
CCC/C(=N/Nc1ccc(Cl)cc1)c1cnnc(-c2ccccc2)n1	5	-23	9	-8	-2	2	7	-27
Cc1ccc(S(=O)(=O)N2CCc3ccccc3C2)cc1	4	-3	3	0	4	4	15	-20
O=C(CN1CCN(C(c2ccccc2)c2ccccc2)CC1)N1CCOCC1	-4	-10	5	-2	-11	-8	-4	-16
Next compounds follow:
SMILES	SENP7 inh	697 NFkB inh	Gli-Sufu antag	UBC13 polyUb	HKDC1 inh	SENP8 block	Apaf1 inhib	Jurkat NFkB inh
CCOC(=O)C1CCN(C(=O)c2ccc3c(=O)n4c(nc3c2)CCCCC4)CC1	0	5	-8	5	2	4	19	2
O=C(c1ccc2c(c1)OCO2)C1CCCN(C(=O)c2cnn(Cc3ccccc3)c2)C1 (configuration not stated)	9	3	1	24	-3	-2	-24	0
O=C(O)CS(=O)(=O)c1ccc(C(F)(F)F)cn1	-3	5	-1	3	18	2	-9	-1
CN(C)CCCNC(=O)c1ccccc1Oc1ccccc1	0	19	-1	7	-1	-6	-9	-5
